# From PubChem BioAssay
# RTF Ca sens act = cardiac RTF calcium sensitivity activators, primary screen, biochemical, IANBD-TnC fluorescence, EC20 calcium; activation, % at 7.2 µM; 340,000 compounds, 0.24% hits; AID 493008, 2010; Troponin I, cardiac muscle (Homo sapiens) + Troponin T, cardiac muscle (Homo sapiens) + …; IANBD-labeled TnC RTF fluorescence at EC20 calcium; 0% EC20 calcium, 100% full calcium;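 active = activation above the mean over all tested compounds plus 3 SD, cut at about 30% in these data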;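 note: rise in fluorescence read as greater calcium sensitivity of cardiac thin filaments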
# CAL-PDZ inh HTS = untagged CAL PDZ binding inhibitors, primary screen, biochemical, fluorescence polarization, HTS; purified CAL PDZ, TMR-peptide fluorescence polarization, 1 h; inhibition, % at 24.9 µM; 300,000 compounds, 0.92% hits; AID 602252, 2012;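 active = mean inhibition of at least 30% with at least half of replicates also reaching 30%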;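 note: 0% = DMSO neutral control and 100% = excess unlabeled competitor peptide PRC23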
# Cardiac RTF inh = cardiac RTF calcium sensitivity inhibitors, primary screen, biochemical, IANBD-TnC fluorescence, EC70 calcium; 340,000 compounds, 0.12% hits; inhibition, % at 7.15 µM; IANBD-labeled cardiac RTF, Ca2+ fluorescence;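 active = inhibition above the mean inhibition of all tested compounds plus 3 SD, cut at about 17% in these data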;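 note: assay run at fixed EC70 calcium of 1.6 mM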
# HTR5A inv ctr = HTR5A inverse agonists in luminescence cell assay, primary screen, counter-screen for OPRM1-OPRD1 heterodimer inverse agonist project, full-deck HTS | HTR5A cell line, inverse agonism | inhibition, % at 9.3 µM | 340,000 compounds, 0.083% hits | AID 504634, 2011; in the data active = inhibition mostly above about 23%, no sharp cut-off; inactive = mostly below about 18%;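 note: 0% = cells with DMSO and 100% = no-cell wells with DMSO; some compounds called inactive have numbers as strong as hits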
# Target sequence (P47898 whole entry, looked up): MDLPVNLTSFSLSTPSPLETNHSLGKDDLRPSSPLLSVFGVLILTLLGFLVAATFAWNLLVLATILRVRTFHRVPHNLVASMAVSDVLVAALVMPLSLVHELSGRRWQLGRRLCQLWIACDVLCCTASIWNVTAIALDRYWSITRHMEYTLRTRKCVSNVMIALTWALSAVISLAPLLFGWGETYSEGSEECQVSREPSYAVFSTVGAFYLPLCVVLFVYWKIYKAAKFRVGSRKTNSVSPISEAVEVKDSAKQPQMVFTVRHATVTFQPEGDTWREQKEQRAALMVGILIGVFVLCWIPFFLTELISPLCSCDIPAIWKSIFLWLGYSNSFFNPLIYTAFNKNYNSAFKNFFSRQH
# MOR-DOR inv ag = inverse agonists of MOR-DOR heterodimerization, primary screen, cell-based, luminescence; Mu-type opioid receptor (Homo sapiens) + Delta-type opioid receptor (Homo sapiens), …; cell-based MOR-DOR heterodimer luminescence, inverse agonism; inhibition, % at 9.3 µM; 340,000 compounds, 0.21% hits; in the data active = inhibition above about 22%, passing the limit was not always enough;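 note: 0% = cells with DMSO and 100% = wells without cells with DMSO; values of inactives mirror those of a sister screen read the other way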
# V-ATPase pH = regulators of yeast V-ATPase proton pumping, primary screen, pHLuorin cytosolic pH fluorescence; response, % at 10 µM; 350,000 compounds, 0.37% hits; S. cerevisiae; in the data active = response mostly above about 7.3%, no sharp cut-off; inactive = mostly below about 5.4%; note: actives read high; inactives centre near 0; some compounds called inactive have numbers as strong as hits; reference of the scale not given here
# C-LANA FP = inhibitors of KSHV C-LANA binding to DNA, primary screen, biochemical, fluorescence polarization, FAM-LBS DNA, MBP-C-LANA, single point | Kaposi's sarcoma herpesvirus LANA C-terminal domain (residues 932-1162) DNA binding | inhibition, % at 9 µM | 340,000 compounds, 0.078% hits | AID 504423, 2011;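 active = highest replicate inhibition at or above 60% at 9 µM, even if other replicates fall short; inactive = all replicates below 60% inhibition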;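 note: 0% = neutral control wells and 100% = 4 µM acridine orange control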
# Keap1-Nrf2 PPI = Keap1-Nrf2 protein-protein interaction inhibitors, primary screen, biochemical, fluorescence polarization, single point | Keap1 Kelch-Nrf2 peptide fluorescence polarization, 1536-well | inhibition, % at 9.4 µM | 340,000 compounds, 0.15% hits; in the data active = inhibition above about 12%;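 note: human Keap1 Kelch domain with fluorescein labeled Nrf2 9mer peptide probe; 0% = neutral control wells and 100% = peptide positive control; higher means more block of Keap1 binding to Nrf2 peptide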
# Target sequence (Q14145 whole entry, looked up, the tested form may be a part): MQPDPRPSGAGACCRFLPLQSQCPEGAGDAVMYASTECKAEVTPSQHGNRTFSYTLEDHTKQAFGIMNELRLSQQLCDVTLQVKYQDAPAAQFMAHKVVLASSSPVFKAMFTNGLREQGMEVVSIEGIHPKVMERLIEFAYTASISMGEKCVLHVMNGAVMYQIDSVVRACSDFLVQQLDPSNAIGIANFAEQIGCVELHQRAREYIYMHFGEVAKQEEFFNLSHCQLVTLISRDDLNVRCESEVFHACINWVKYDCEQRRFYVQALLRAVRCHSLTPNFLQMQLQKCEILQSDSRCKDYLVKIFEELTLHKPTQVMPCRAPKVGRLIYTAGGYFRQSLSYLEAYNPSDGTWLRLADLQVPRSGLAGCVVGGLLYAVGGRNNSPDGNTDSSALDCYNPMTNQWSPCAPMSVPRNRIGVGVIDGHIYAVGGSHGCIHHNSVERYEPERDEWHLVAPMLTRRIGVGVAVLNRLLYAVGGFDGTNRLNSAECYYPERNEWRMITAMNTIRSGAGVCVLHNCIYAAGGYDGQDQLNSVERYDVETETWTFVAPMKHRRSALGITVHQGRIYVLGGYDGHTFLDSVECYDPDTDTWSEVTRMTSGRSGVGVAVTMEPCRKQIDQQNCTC
# MOR-DOR ag = agonists of OPRM1-OPRD1 heterodimerization, primary screen, cell-based, luminescence | Mu-type opioid receptor (Homo sapiens) + Delta-type opioid receptor (Homo sapiens), … | cells | activation, % at 9.3 µM | 340,000 compounds, 0.3% hits | AID 504326, 2011; in the data active = activation above about 18%;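 note: 0% = vehicle-treated cells and 100% = reference agonist; values of inactives mirror those of a sister screen read the other way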
# HTR5A ag ctr = HTR5A agonists in luminescence cell assay, primary screen, counter-screen for OPRM1-OPRD1 heterodimer agonist project, full-deck HTS | activation, % at 9.3 µM | 5-hydroxytryptamine receptor 5A (Homo sapiens), P47898 | AID 504692, 2011 | 340,000 compounds, 0.61% hits | cell-based; in the data active = activation mostly above about 9.5%, no sharp cut-off; inactive = mostly below about 7.6%;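 note: 0% = cells with vehicle only and 100% = reference agonist; strong numbers were not always called active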
# The depositor's hits bear a star; . = not tested or not shown.
SMILES,RTF Ca sens act,CAL-PDZ inh HTS,Cardiac RTF inh,HTR5A inv ctr,MOR-DOR inv ag,V-ATPase pH,C-LANA FP,Keap1-Nrf2 PPI,MOR-DOR ag,HTR5A ag ctr
O=C(c1cc2cc(Br)ccc2o1)N1CCOCC1,-1,2,2,8,2,1,-1.9,-2,-0.2,-3
Cc1c2c(nc3c(C)cccc13)OC(C)C2 (configuration not stated),-2,.,-6,-3,9,-2,0.0,6,-1.6,1
COc1ccccc1-c1sc2ccccc2c1-c1ccc(OCCN2CCOCC2)cc1,-4,-4,-1,-16,-26,1,1.4,-1,5.4,4
FC(F)(F)C(Oc1nc(NC2CCCCC2)nc(N2CCOCC2)n1)C(F)(F)F,-7,-3,2,1,-13,3,-1.6,1,2.1,-2
CCc1ccccc1Nc1nc(N)nc(COC(=O)C2CCN(C(=O)c3ccc(F)cc3)CC2)n1,-7,-2,-4,-20,21,2,-0.3,4,-4.0,8
O=C(NCC1CCCCC1)C1CCC(=O)N(CCc2cccc(F)c2)C1 (configuration not stated),-5,11,-8,-4,6,-3,0.0,-1,-1.3,4
COC(=O)c1cc(C#N)c(NCc2ccc(Cl)cc2Cl)nc1C,2,.,-7,-2,6,5,-0.7,0,-1.4,2
CCOC(=O)c1c(NC(C)=O)sc2c(OCC(O)CNC(C)(C)C)c(Br)ccc12 (configuration not stated),-4,-11,-16,6,-23,4,3.0,-1,3.3,-3
CC(C)(C)OC(=O)N[C@H]1C=C[C@H](OC(=O)CC(=O)OCC(F)(F)F)C1,-3,-9,-1,-8,19,-3,1.2,4,-3.9,2
CCOC(=O)c1sc(NC(=O)CSc2nc3c(cc2C#N)CCCCC3)c(C#N)c1C,-2,.,-10,-20,1,1,0.6,0,-0.2,6
CCCN1CCN(C(=O)c2ccc(-c3ccc([N+](=O)[O-])cc3)o2)CC1,5,-1,0,-1,10,4,-0.2,-4,-2.7,4
O=C(Cn1cnc2cc([N+](=O)[O-])ccc2c1=O)NCCc1ccc(F)cc1,-1,-5,-11,-6,-18,3,0.0,-1,3.6,3
O=C(CSc1ccncc1)Nc1ccc2ccccc2c1,2,0,4,-4,1,-2,-0.5,-2,-0.2,2
O=[N+]([O-])c1cc(N=Nc2ccc3ccccc3c2)ccc1O,-6,-4,3,-11,20,-2,1.0,-7,-4.4,3
NC(=O)Cc1ccc(C(=O)c2ccccc2)s1,-1,3,-2,-7,14,7,-1.3,-2,-2.9,3
O=C(Nc1nc(-c2cc3ccccc3o2)cs1)c1ccc(S(=O)(=O)N2CCCC2)cc1,-3,3,3,0,-50,1,0.9,-4,7.0,0
CCOC(=O)Cc1csc(SCC(=O)NC2CCCCC2)n1,0,2,-9,16,5,4,-1.5,-3,-0.8,-6
O=C(/C=C/c1ccccc1)NNC(=O)c1ccco1,3,2,-5,13,6,-2,2.1,-6,-0.7,-4
CSc1cccc(NC(=O)COc2ccccc2)c1,4,0,-3,-45,-12,-7,-1.1,3,2.2,-1
OC(COC(c1ccc(F)cc1)c1ccc(F)cc1)CN1CCCC(C(F)(F)F)C1 (configuration not stated),-1,1,-9,10,-27,0,-1.4,-2,5.8,-3
COc1ccc(C2CC(c3ccc(C)cc3)=NN2C(=O)CCC(=O)O)cc1OC (configuration not stated),3,.,-6,1,-2,2,2.0,-4,0.5,0
O=C(Nc1cc(C(F)(F)F)ccc1Cl)C(Sc1ccccn1)c1ccccc1 (configuration not stated),2,-3,2,5,2,-1,-1.8,1,-0.4,7
COC(=O)/C=C/CC(C)OS(N)(=O)=O (configuration not stated),4,-4,-13,-8,3,-1,-3.5,-1,-0.6,3
CCCn1c(SCC(=O)Nc2ccc3c(c2)CCC3)n[nH]c1=O,3,-1,-3,2,5,0,1.4,0,-0.9,1
O=C(O)c1ccc(N/N=C/c2ccc3ncccc3c2)cc1,1,-3,3,-12,7,-3,1.3,-2,-1.3,4
CSc1ccc(/C=C/C(=O)OCC(=O)NC2CC2)cc1,-4,-3,-4,5,14,0,1.7,0,-3.6,-2
CCc1ccc(NC(=O)C(C)OC(=O)/C=C/c2cccc([N+](=O)[O-])c2)cc1 (configuration not stated),2,7,-5,17,-18,-9,-1.0,-6,2.6,1
Cc1cc(NC(=O)COC(=O)c2c(C)nn(-c3ccccc3)c2C)no1,-5,-8,0,11,19,0,-1.5,-3,-3.1,1
COC(=O)c1ccc(NC(=O)NS(=O)(=O)c2ccc(C)cc2)cc1,7,0,-11,-27,14,2,-1.1,-3,-2.5,-2
COC(=O)CSc1nc2ccccn2c(=O)c1C=O,-1,-4,-1,5,2,-1,-0.8,0,-0.4,-2
O=C(c1sc2ccccc2c1Cl)N1CCN(CCc2ccccn2)CC1,-1,-2,-8,-1,5,2,0.2,-7,-1.0,0
O=C(NCCN1CCCCC1)Nc1ccc(F)c(Cl)c1,-3,1,0,-17,8,-5,-0.1,0,-1.4,1
CC(=O)Nc1ccc(S(=O)(=O)NCC2CCC(C(=O)NCCC(C)C)CC2)cc1 (configuration not stated),8,-2,-7,19,3,0,0.4,-2,-0.7,-8
O=c1cc(CSc2ccccc2)[nH]c(=S)[nH]1,-6,-3,0,2,-17,1,-0.3,-1,2.7,-1
Cc1cnc(SCc2ccc(Cl)cc2Cl)[nH]c1=O,-3,-6,3,-35,4,-1,3.3,-4,-0.9,10
COc1ccc(Cl)cc1NC(=O)C1Cc2ccccc2CN1S(C)(=O)=O (configuration not stated),-3,-2,10,4,10,-1,-2.1,-4,-1.6,-2
COc1ccc(/C=C/C(=O)c2ccc(NS(=O)(=O)c3ccc(C)cc3)cc2)cc1O,0,4,1,-13,-9,8,1.4,1,1.4,5
CCN1CCN(C(=O)CN(C)S(=O)(=O)c2ccc(Cl)cc2)CC1,-2,-6,-3,-15,15,1,0.0,2,-2.8,-2
CCCNC(=O)C(NS(=O)(=O)c1ccc2c(c1)c(=O)n(C)c(=O)n2C)c1ccccc1 (configuration not stated),2,-3,0,-19,16,2,-0.3,-1,-3.0,7
CC(C)=CCCC(C)CN1CCC(n2nccc2NC(=O)C2CCCC2)CC1 (configuration not stated),-2,5,2,-9,17,1,-0.2,3,-3.1,5
COc1ccc(CN(C(=O)c2oc3ccccc3c2C)C2CCS(=O)(=O)C2)cc1 (configuration not stated),-6,-5,0,4,-11,1,-0.9,-1,2.6,-1
O=C1CN(C(=S)NC(=O)c2ccccc2[N+](=O)[O-])CCN1,3,0,-1,8,-11,-5,1.1,4,2.6,-3
CN(C)c1ccc(-c2nnc(-c3cccs3)o2)cc1,-1,23,-3,-32,-12,-2,-0.3,-5,2.3,11
C=C1CCN([C@@H](C)C(=O)NCc2ccc(Cl)cc2)S(=O)(=O)c2ccccc21,-5,-2,5,-3,14,-2,0.6,-3,-2.5,1
O=C(NC(c1ccccc1)c1ccccc1)c1cccc(S(=O)(=O)NCc2ccccc2)c1,6,-1,-9,1,-10,7,-3.1,-1,2.0,-4
CC(=O)OCC1OC(n2c(S)c(C#N)c(-c3ccccc3)c(C#N)c2=O)C(OC(C)=O)C(OC(C)=O)C1OC(C)=O (configuration not stated),2,-3,0,4,-3,4,0.2,-6,0.7,-1
C/C(=C/C=N/Nc1nc(N2CCCCC2)nc(N2CCCCC2)n1)c1ccccc1,1,3,-12,3,8,0,-0.3,-5,-1.4,-1
Cc1cccc2sc(NNC(=O)c3ccc4c(c3)OCCO4)nc12,0,.,0,-28,-8,0,-0.6,-6,1.3,10
CC(C)Oc1cccc(C(=O)C2CCCN(Cc3cnc(N4CCCC4)s3)C2)c1 (configuration not stated),6,7,5,-14,1,1,1.0,3,-0.2,1
C=CCn1c(C2CC(=O)N(c3ccc(C)cc3)C2)nc2ccccc21 (configuration not stated),2,-2,-2,11,-4,2,0.3,-5,0.7,2
CC(C)(C)SCCNC(=O)COc1ccccc1,3,12,-1,4,9,4,0.2,-8,-1.6,-4
CC(NC(=O)N1CCN(c2ccccc2F)CC1)c1ccc(F)c(F)c1 (configuration not stated),-6,0,4,-9,-20,-6,1.5,-4,2.5,0
Cc1ccc(N(C(=O)c2snc(C(N)=O)c2N)C(C(=O)NC2CCCC2)c2ccc(C)o2)cc1 (configuration not stated),-2,-7,-6,-12,-1,-5,1.7,0,0.2,5

# Grouped by structure: those above containing fluorine
SMILES,RTF Ca sens act,CAL-PDZ inh HTS,Cardiac RTF inh,HTR5A inv ctr,MOR-DOR inv ag,V-ATPase pH,C-LANA FP,Keap1-Nrf2 PPI,MOR-DOR ag,HTR5A ag ctr
FC(F)(F)C(Oc1nc(NC2CCCCC2)nc(N2CCOCC2)n1)C(F)(F)F,-7,-3,2,1,-13,3,-1.6,1,2.1,-2
CCc1ccccc1Nc1nc(N)nc(COC(=O)C2CCN(C(=O)c3ccc(F)cc3)CC2)n1,-7,-2,-4,-20,21,2,-0.3,4,-4.0,8
O=C(NCC1CCCCC1)C1CCC(=O)N(CCc2cccc(F)c2)C1 (configuration not stated),-5,11,-8,-4,6,-3,0.0,-1,-1.3,4
CC(C)(C)OC(=O)N[C@H]1C=C[C@H](OC(=O)CC(=O)OCC(F)(F)F)C1,-3,-9,-1,-8,19,-3,1.2,4,-3.9,2
O=C(Cn1cnc2cc([N+](=O)[O-])ccc2c1=O)NCCc1ccc(F)cc1,-1,-5,-11,-6,-18,3,0.0,-1,3.6,3
OC(COC(c1ccc(F)cc1)c1ccc(F)cc1)CN1CCCC(C(F)(F)F)C1 (configuration not stated),-1,1,-9,10,-27,0,-1.4,-2,5.8,-3
O=C(Nc1cc(C(F)(F)F)ccc1Cl)C(Sc1ccccn1)c1ccccc1 (configuration not stated),2,-3,2,5,2,-1,-1.8,1,-0.4,7
O=C(NCCN1CCCCC1)Nc1ccc(F)c(Cl)c1,-3,1,0,-17,8,-5,-0.1,0,-1.4,1
CC(NC(=O)N1CCN(c2ccccc2F)CC1)c1ccc(F)c(F)c1 (configuration not stated),-6,0,4,-9,-20,-6,1.5,-4,2.5,0
